KLK7 zymogen act – activators of human kallikrein-7 zymogen; activation, % at 7 µM; P49862; AID 652039; 370,000 tested, 0.9% active; purified proKLK7, EDANS-DABCYL substrate fluorescence; 100% is mature enzyme control, 0% vehicle;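 active means activation above the mean of all tested compounds plus 3 SD, computed per campaign excluding outliers beyond control limits, cut at about 13% in these data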
ADAM10 inh – inhibitors of human ADAM10; inhibition, % at 7 µM; 370,000 tested, 0.62% active; recombinant ADAM10, EDANS/DABCYL FRET peptide cleavage, 3 h; O14672; AID 720582;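 active means inhibition above a per-campaign cutoff equal to the mean of compounds falling between control-based bounds plus 3 SD, cut at about 20% in these data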;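 further: 0% = DMSO wells while the 100% control is not disclosed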
NPR1 activator – GC-A (human) enzyme activation; P16066; HEK293 GC-A cells, cGMP TR-FRET, EC30 ANP; 0% at EC30 ANP, 100% saturating ANP; activation, % at 10 µM; 370,000 tested, 0.14% active; AID 1671463; in the data active means activation above about 40%
NPR2 activator – GC-B (human) receptor activation; AID 1920062; 370,000 tested, 0.11% active; P20594; activation, % at 10 µM; HEK293-GC-B cells, CNP EC30, cGMP TR-FRET; 0% at EC30 CNP, 100% saturating CNP;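 active means activation at 10 µM reaching about 35% in either raw or pattern-adjusted values, limit read from the data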
rCAG RNA binder – r(CAG) repeat RNA binding. TO-PRO-1 dye displacement fluorescence. inhibition, % at 3 µM. 370,000 tested, 1.3% active. AID 651821;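 active means inhibition above the plate cutoff, the mean of all test compounds on that plate plus 3 SD, cut at about 35% in these data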;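 further: 0% = DMSO alone and 100% = 100 µM mitoxantrone as full dye displacement; higher means more dye released from RNA so lower well fluorescence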
ASAP1 GAP inh – inhibitors of human ASAP1 ArfGAP activity; AID 624377; inhibition, % at 16.5 µM; 360,000 tested, 0.19% active; ASAP1-stimulated ARF1 GTP hydrolysis, GDP FP detection; in the data active means inhibition above about 25%;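 further: 0% = vehicle with enzyme and substrate and 100% = no enzyme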
Target sequence (Q9ULH1 325-724 limits assumed): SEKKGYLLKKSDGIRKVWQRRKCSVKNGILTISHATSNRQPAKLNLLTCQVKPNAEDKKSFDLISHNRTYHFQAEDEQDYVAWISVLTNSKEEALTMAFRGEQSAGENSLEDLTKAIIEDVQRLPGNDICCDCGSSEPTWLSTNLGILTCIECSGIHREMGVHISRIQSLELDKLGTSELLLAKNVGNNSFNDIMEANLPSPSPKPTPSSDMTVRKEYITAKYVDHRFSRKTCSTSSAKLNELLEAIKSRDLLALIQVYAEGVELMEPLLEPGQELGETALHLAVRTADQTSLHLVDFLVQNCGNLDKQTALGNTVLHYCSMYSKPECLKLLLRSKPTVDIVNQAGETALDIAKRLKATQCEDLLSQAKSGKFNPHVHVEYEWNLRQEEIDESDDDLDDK
ARFGAP1 inhibitor – rat ARFGAP1 inhibition | AID 651572 | inhibition, % at 16.5 µM | Arfgap1-stimulated ARF1 GTP hydrolysis, GDP FP detection | 360,000 tested, 0.26% active;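 active means inhibition above a per-plate limit, mean inhibition of low control wells plus 3 SD, cut at about 25% in these data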;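 further: 0% = DMSO wells with enzyme and 100% = wells lacking Arfgap1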
Target sequence (Q62848 1-136 limits assumed): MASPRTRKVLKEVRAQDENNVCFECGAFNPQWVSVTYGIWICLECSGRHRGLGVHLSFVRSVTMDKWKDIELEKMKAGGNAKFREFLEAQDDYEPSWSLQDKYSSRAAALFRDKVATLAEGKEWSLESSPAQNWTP
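Material: rat Arfgap1 GAP domain (His6, aa 1-136), purified enzyme. Also added: human ARF1(Δ1-17)-GTP substrate. Compound dosing: 16.5 µM single point, 1.26% DMSO. Timing: enzyme reaction 120 min at 25 °C after 20 min preincubation. Signal: GDP detection by fluorescence polarization. Read-out basis: percent inhibition of GAP-stimulated GDP formation, scaled between DMSO and no-Arfgap1 medians.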
DDE Tn6 FP inh – DD(E)-Tn6 binding inhibition, primary FP screen; P02675; Fibrin DD(E) TRITC-Tn6 fluorescence polarization displacement; inhibition, % at 8.3 µM; 370,000 tested, 0.21% active;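 active means inhibition above a per-campaign cutoff: mean of compounds within control limits plus 3 SD, cut at about 15% in these data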;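 further: 0% = median of all compound wells on the plate and 100% = blocking peptide control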
Target sequence (P02675 whole entry, looked up): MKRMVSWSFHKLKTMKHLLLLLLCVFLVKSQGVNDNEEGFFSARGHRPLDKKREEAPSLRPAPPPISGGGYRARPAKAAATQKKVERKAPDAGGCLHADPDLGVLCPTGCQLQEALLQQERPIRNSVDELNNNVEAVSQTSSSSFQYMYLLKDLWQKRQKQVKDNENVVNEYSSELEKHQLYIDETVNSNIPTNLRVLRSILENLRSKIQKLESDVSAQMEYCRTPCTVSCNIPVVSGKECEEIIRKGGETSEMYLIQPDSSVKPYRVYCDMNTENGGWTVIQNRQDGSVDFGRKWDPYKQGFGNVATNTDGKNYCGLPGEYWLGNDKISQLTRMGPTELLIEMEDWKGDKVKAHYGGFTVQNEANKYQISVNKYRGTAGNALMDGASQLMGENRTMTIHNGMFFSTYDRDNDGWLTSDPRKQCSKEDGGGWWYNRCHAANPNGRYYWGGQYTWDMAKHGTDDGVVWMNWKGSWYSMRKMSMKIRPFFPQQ
FXN GAA850 act – increases GAA850 frataxin promoter reporter activity | activation, % at 6 µM | HEK293 lucGAA850 FXN promoter luciferase reporter, 24 h; percent of 10 µM SAHA response | 360,000 tested, 0.56% active | AID 540364;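 active means activation above the average of all compounds screened plus 3 SD, cutoff fixed separately per campaign, cut at about 7.5% in these data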;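 further: 0% = DMSO wells and 100% = 10 µM SAHA wells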
HGIII-sPLA2 inh – Inhibits HGIII-sPLA2 liposome hydrolysis, primary screen. 370,000 tested, 0.56% active. inhibition, % at 12.2 µM. Q9NZ20. QFRET BODIPY PC-A2 liposome hydrolysis, fluorescence;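 active means inhibition above mean plus 3 SD of compounds lying within the high and low control bounds, cut at about 19% in these data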;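 further: 0% = median of test compound wells and 100% = no enzyme DMSO wells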
The depositor's hits bear a star; · = no result given.

SMILES	KLK7 zymogen act	ADAM10 inh	NPR1 activator	NPR2 activator	rCAG RNA binder	ASAP1 GAP inh	ARFGAP1 inhibitor	DDE Tn6 FP inh	FXN GAA850 act	HGIII-sPLA2 inh
O=C(NNC(=S)Nc1ccc(Cl)cc1)c1cccs1	4.7	-3	-5	3	10	-2	4	13	2.5	7
C=CCC[C@H](Cc1ccc(F)cc1)C(=O)OC[C@@H](NC(=O)[C@H](CC=C)CC(=O)NCCO)C(C)(C)C	0.7	4	-6	-15	-9	2	3	9	7.2	-5
CCc1ccc(-n2c(SCC(=O)N3Cc4ccccc4CC3C(=O)O)nnc2-c2ccncc2)cc1 (stereo not given)	0.1	-6	2	0	11	10	5	3	-0.7	-4
CCCCNS(=O)(=O)c1ccc(OC)c(C)c1	-0.4	5	-1	4	-3	-2	-2	5	-0.4	0
COC(=O)C1=C(Nc2cc(Cl)cc(Cl)c2)CSC1	-0.6	1	-2	3	4	-5	0	-2	2.1	-3
Cc1nc(NC(=O)c2ccccc2)sc1-c1csc(N)n1	-1.6	4	-2	1	11	19	16	-2	0.2	4
COc1ccc(OC)c(/C=N/NC(=O)c2ccc(N(C)S(=O)(=O)c3ccccc3)cc2)c1	-5.9	-57	-9	-3	4	-4	-11	-3	-0.3	-6
CCOC(=O)N1CCC(NC(=O)CCC(=O)N2CC(C)Oc3ccc(Cl)cc32)CC1 (stereo not given)	0.5	4	-8	6	-2	8	2	-10	-2.1	4
COc1ccc(-n2c(SCC(=O)N3CCc4ccccc43)nnc2-c2c[nH]c3ccccc23)cc1	0.5	-6	-1	-1	3	-9	2	-2	0.0	0
CC(O)c1cccc(NC(=O)CCC(=O)O)c1 (stereo not given)	0.4	-7	2	-3	-1	-4	1	-3	-0.3	-4
COCCCNCC(O)COc1cccc2[nH]c(C)cc12 (stereo not given)	1.4	-5	-11	-4	-2	-9	5	6	2.7	3
CCCOC(=O)c1c(NC(=O)CSc2nc(-c3ccco3)cc(C(F)(F)F)n2)sc(C(=O)OC)c1C	-0.3	-10	-3	-5	4	7	16	-4	1.2	4
COC(=O)C1=C(C(=O)OC)C(c2cc(Br)ccc2O)c2sc(=O)[nH]c2S1 (stereo not given)	3.2	-3	-5	-2	11	-5	3	-3	0.6	-8
O=C1COCCOCCOCCOCC(=O)NCCN1	-0.5	9	-2	-3	5	-8	5	-3	2.5	5
CCCN(CC1CC1)C(=O)COc1ccccc1C(=O)NCc1ccccc1	-0.6	-3	2	5	-7	-1	1	1	1.3	-7
O=c1[nH]c2ccc(S(=O)(=O)Nc3ccc(Cl)cc3)cc2[nH]1	0.2	-2	1	4	7	3	-4	-8	1.3	-3
COC(=O)c1ccccc1	-0.5	-12	0	2	3	-11	5	-8	·	14
Cc1csc(=O)n1CCC(=O)OCC(=O)c1c(N)n(C)c(=O)n(C)c1=O	-0.5	-1	1	-1	0	4	4	-6	-0.3	-4
O=C(COc1cccc(Cl)c1)Nc1ccc2c(c1)CCC2	-0.6	8	2	3	-2	-14	1	-2	4.7	-11
CCN1/C(=C2/SC(=S)N(C)C2=O)C=Cc2cc(C)ccc21	0.1	8	-1	-1	4	-4	-13	-6	1.6	5
CN(C)CCNc1nc2sc3c(c2c(=O)n1-c1ccccc1)CCCCC3	-0.5	2	-6	0	-2	6	4	-3	5.0	-11
CN(Cc1cn(C)nc1-c1cccc(Cl)c1)Cc1nccn1C	0.1	-4	-2	-6	-4	-4	-1	-3	1.6	7
Cc1cc2c(SCC(=O)Nc3ccccc3O)ncnc2s1	-0.3	-3	1	2	27	0	-9	9	0.6	4
O=C(NCc1ccccc1Cl)c1cccc(NC(=O)c2ccccc2)c1	-0.2	6	-3	-1	-3	0	3	3	1.0	-8
Oc1cc(O)c2c(c1)O[C@H](c1ccc(O)c(O)c1)[C@H](O)C2	5.4	-5	2	-2	1	9	-5	6	1.6	-4
(next part)
SMILES	KLK7 zymogen act	ADAM10 inh	NPR1 activator	NPR2 activator	rCAG RNA binder	ASAP1 GAP inh	ARFGAP1 inhibitor	DDE Tn6 FP inh	FXN GAA850 act	HGIII-sPLA2 inh
COc1c(S(=O)(=O)NCCCN2CCOCC2)ccc(Cl)c1Cl	0.1	3	-1	-1	-3	6	-2	3	-0.4	1
CCCCCCN1C[C@H](n2cc(COC(=O)c3ccccc3)nn2)[C@@H](O)C[C@@H]1c1ccc(Cl)cc1	-0.8	2	-14	-1	8	19	0	-6	-0.6	-7
CCOC(=O)NCCc1c(C)nc2c(c(C)nn2C(C)(C)C)c1C	1.3	3	4	6	-5	8	-2	7	1.5	2
Cc1cc(NC(=O)COc2ccccc2)ccc1Cl	-0.3	19	3	-1	0	-2	-3	-5	1.2	-11
COc1ccccc1OCC(=O)Nc1oc(-c2ccccc2)c(-c2ccccc2)c1C#N	-1.3	4	1	5	21	-3	-7	1	1.5	-50
COCCNC(=O)c1cccc(NC(=O)C2=C(C)OCCS2)c1	-0.3	-3	2	-1	-2	0	7	10	0.0	-6
Cc1cc(N/N=C/c2ccncc2)nc2ccccc12	0.6	-1	0	-1	3	1	-15	-2	6.0	2
CCOC(=O)Cn1nc(NC(=O)c2ccc3c(c2)OCO3)cc1C	-0.7	-13	3	-5	-7	-9	-1	-2	0.7	8
Cc1ccc(S(=O)(=O)N2CCC3(CC2)OCCO3)c(C)c1	-0.7	-8	0	2	-8	2	3	0	2.1	5
CN(C)S(=O)(=O)c1ccc(S(=O)(=O)N2CCCC(C(=O)NC3CCCC3)C2)cc1 (stereo not given)	-0.4	1	0	4	0	7	-3	8	-1.0	1
Cc1ccc(S(=O)(=O)NC(C(=O)OCC(=O)NC2CCS(=O)(=O)C2)C(C)C)cc1 (stereo not given)	0.2	-1	-1	5	-1	-12	-2	8	-0.9	4
CCOc1cc(C(N)=O)cc(OCC)c1OCC	-0.2	5	7	-2	-4	4	-4	-8	0.9	-3
CC(C)=CCC(C)(C)CNC(=O)NC1CCCCC1	0.0	4	0	-5	-5	4	5	-6	-2.0	3
Cc1cc(NC(=O)Cc2ccccc2)nc2c1c(=O)oc1ccccc12	0.4	-25	-1	-9	4	0	-7	1	-1.5	0
COc1ccc(NC(=O)COC(=O)c2cc(=O)c3ccccc3o2)cc1OC	0.2	-7	2	-1	5	-15	-4	0	-1.5	9
Cc1ccc(CC2C(=O)N(CC(=O)O)C(=O)C2C)cc1 (stereo not given)	0.3	1	6	1	-2	-2	4	0	-0.1	1
Cn1nnnc1SCC(=O)Nc1ccc(Br)cc1Cl	-0.5	-8	-7	1	6	0	5	3	-0.9	-3
COc1cc(N=c2ssnc2Cl)cc(OC)c1OC	0.4	5	7	14	3	13	8	-14	-0.8	12
C[C@H](O)[C@@H]1C(=O)N2CCc3c([nH]c4c(-c5ccc6c(c5)OCO6)cccc34)[C@@H]2C[C@@H]1N(C)C(=O)NC1CCCCC1	0.1	-49	-1	-6	9	1	-1	-11	·	-43
CCOc1ccc(OCCOc2ncnc3ccccc23)cc1	-0.4	-13	0	0	-5	-16	4	1	1.7	-6
Cc1cc2nc(-c3cccc(Br)c3)c(Cc3ccsc3)n2c(C)c1Br	-0.6	-18	-11	-8	8	3	13	-6	·	7
O=C(CN1CCN(Cc2ccccc2)CC1)N1CCN(c2ccccc2)CC1	0.0	-2	-1	0	-11	13	-1	-3	1.0	3
COc1cccc(/C=N/NC(=O)CNC(=O)c2ccco2)c1O	-28	-27	-4	-1	-1	6	2	2	1.2	5
CCNc1nc(NC(C)C)nc(Oc2ccc(/C=N/O)cc2)n1	0.0	3	4	-4	2	-3	12	0	3.0	4
CC1CCN(C(=O)Cn2c(=O)n(CCCC(=O)NCc3ccco3)c(=O)c3sccc32)CC1	0.6	-4	1	-2	-3	0	-4	-2	0.1	3

Overlap with the part before: two entries; new compounds follow.
SMILES	KLK7 zymogen act	ADAM10 inh	NPR1 activator	NPR2 activator	rCAG RNA binder	ASAP1 GAP inh	ARFGAP1 inhibitor	DDE Tn6 FP inh	FXN GAA850 act	HGIII-sPLA2 inh
CCNc1nc(NC(C)C)nc(Oc2ccc(/C=N/O)cc2)n1	0.0	3	4	-4	2	-3	12	0	3.0	4
CC1CCN(C(=O)Cn2c(=O)n(CCCC(=O)NCc3ccco3)c(=O)c3sccc32)CC1	0.6	-4	1	-2	-3	0	-4	-2	0.1	3
CC(=O)c1nc2ccccc2n1S(=O)(=O)c1ccc(C)cc1	-1.2	-81	3	1	3	-15	-2	-3	5.6	-3
CC(=Cc1ccccc1)C(=O)c1ccccc1	0.0	-1	4	-2	0	2	3	-2	4.7	-3
CCN(CC)NC(=O)Nc1ccccc1	-0.2	-2	-6	4	-2	-6	3	-1	2.0	1
COC(=O)c1ccc(OC(=O)/C=C/c2ccco2)cc1	0.6	-1	-1	-1	-3	-8	7	1	0.5	0
O=C(CCCCCn1c(SCc2ccncc2)nc2ccccc2c1=O)NCc1ccco1	0.1	-3	-8	-1	-2	5	1	0	2.1	-12
Cc1cccc(CC(=O)NC2CCCCCC2)c1	-0.6	-1	-2	-5	0	-1	1	2	2.1	-2
O=C(NCC1COCCO1)C1CCN(S(=O)(=O)c2cccs2)CC1 (stereo not given)	0.2	-1	2	9	0	·	·	0	·	0
O=C(OCc1cc(=O)n2c(n1)sc1ccccc12)c1ccc(O)cc1O	-0.4	-1	-8	5	21	2	9	-5	4.9	-8
Cc1cccc(/C=N/Nc2cc(N3CCOCC3)nc(N3CCOCC3)n2)c1	-0.3	0	3	-3	-4	-3	-6	2	4.8	1
COc1ccc2cc(C3CC=C(COC(C)=O)CN3S(=O)(=O)c3ccccc3[N+](=O)[O-])n(C(=O)OC(C)(C)C)c2c1 (stereo not given)	-0.8	13	-3	-3	9	1	-6	4	·	-30
Cc1ccc(S(=O)(=O)N(CC(=O)Nc2cccnc2)c2cccc([N+](=O)[O-])c2)cc1	0.4	-3	-5	-3	1	7	12	-6	-4.7	-15
Brc1ccc(C2=Nn3cnnc3SC2)cc1	0.8	-4	1	0	-2	4	-11	-7	-1.0	-1
O=C(Nc1ccnc(-c2cccnc2)n1)c1ccc(Cl)c(Cl)c1	1.0	-8	0	-1	-2	-8	4	-3	-0.6	0
COC(=O)[C@]1(CC(C)C)N[C@H](c2ccc(-c3cccc(Cl)c3)cc2)[C@@H]2C(=O)N(C)C(=O)[C@@H]21	0.6	23*	-1	-9	-2	-2	-3	-2	-1.6	0
O=[N+]([O-])c1cccc(S(=O)(=O)c2cccc([N+](=O)[O-])c2)c1	-0.1	0	3	7	-4	6	-9	5	3.3	10
Cc1cccc(C(=O)Nc2nnc(C3=COCCO3)o2)c1	0.9	7	-1	-5	4	14	10	2	0.2	8
N/C(=N\OC(=O)c1ccc([N+](=O)[O-])cc1)c1ccc(Br)cc1	-0.3	0	6	-2	2	8	7	-8	-1.8	15
O=C(C[n+]1ccc(-c2cc(C(=O)Nc3cccc(C(F)(F)F)c3)c3ccccc3n2)cc1)c1cccc([N+](=O)[O-])c1	-0.7	7	-2	1	12	9	16	-2	-1.2	1
Cc1ccc2nc(-c3ccc(F)cc3)c(Cc3ccccc3C(F)(F)F)n2c1	0.1	-38	7	3	12	-8	0	-10	·	-5

From PubChem

Outcome played no part in choosing rows; overall some 4.5% were active at least once.
